Screens: PubChem, National Center for Advancing Translational Sciences (NCATS)
CCT modulator – High-Throughput Screening for Modulators of Cytosolic Chaperonin Activity; hit rate 0.3% among 360,000; activity change, % (no concentration beside the values), hits read low; purified chaperonin ATPase assay, HTRF ADP detection, 30 min; in the data active means activity change below about -30%; further: on the % scale 0 is the no-effect control and ±100 the full control effect
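Nucleotide hydrolysis assay: TRiC at 20–40 nM final (set by batch activity) with 10 uM ATP, 30 min at 37 °C, in presence of 76 uM compound. Detection by competitive ADP HTRF, 30 min ambient.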
PTHR1 ag – qHTS for PTHR1 Agonists: Primary Screen. Parathyroid hormone/parathyroid hormone-related peptide receptor (Homo sapiens), Q03431. HEK293 GP2 PTHR1 cells, GloSensor cAMP luminescence, 1 h. Potency, µM (top dose mostly 115 µM), for the others: top-dose activation, hits mostly activators. hit rate 0.075% among 410,000. AID 743266, 2014; further: potency means the concentration at half of the fitted maximal effect; nearly all actives have a fitted effect of over 55% in size; some results filed as inactive show a strong effect at the top dose; inactives centre near -15; many of its hits are not listed in these tables
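HEK-293-derived GP2 cells expressing PTHR1 and a GloSensor cAMP reporter, 3,000/well, plated overnight, given luciferin plus IBMX (each 0.5 mM as added) for 1 h at 37 °C, then compound for 1 h at 37 °C. Luminescence was read after 15 min at room temperature.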
D3 ag – qHTS of D3 Dopamine Receptor Agonist: qHTS; max activation, %; hit rate 0.58% among 410,000; D(3) dopamine receptor (Homo sapiens), P35462; D3R DiscoveRx beta-arrestin cells, luminescence, 90 min; in the data active means max activation above about 30%; further: 0% is about no effect; mostly tested at two doses, the higher about 12 µM
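Agonist-mode cell screen: cells plated at 1500/well and incubated overnight at 37 °C, then exposed to library compounds for 90 min at 37 °C. Detection reagent was added for 30–60 min at room temperature, and luminescence was read.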
Akt phos inh – HTS Assay for Inhibitors of Akt Phophorylation: Primary Screen; hit rate 0.32% among 360,000; AID 651550, 2012; activity change, % for hits at 50 µM; Neuro2A IGF-stimulated pAkt S473 HTRF, 20 min; stronger effect = lower value; in the data active means activity change below about -80%; inconclusive means mostly about -51% to -80%; further: on the % scale 0 is the no-effect control and ±100 the full control effect
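Single-point screen (50 µM final compound) in Neuro2A cells stimulated 20 min with 6 nM IGF at 37 deg C. After lysis, Ser473-phosphorylated Akt read by HTRF (ex 330 nm, em 615/665 nm) as the 665/615 ratio.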
D3 antag – qHTS of D3 Dopamine Receptor Antagonist: qHTS; max response, negative = inhibition, %; D3R cells, DiscoveRx beta-arrestin luminescence, antagonist mode; stronger effect = lower value; D(3) dopamine receptor (Homo sapiens), P35462; hit rate 2.5% among 360,000; in the data active means max response below about -50%; inconclusive means no clear call, values can overlap the other calls; further: on the % scale 0 is the no-effect control and ±100 the full control effect; mostly tested at two doses, the higher about 12 µM
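Cells expressing the human receptor were seeded at 1500 cells/well, incubated overnight at 37 degrees C in 5% CO2, then exposed to library compounds with dopamine controls for 90 minutes at 37 degrees C before luminescent detection.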
EPAC2 antag – qHTS for Antagonist of cAMP-regulated guanine nucleotide exchange factor 2 (EPAC2): primary screen; EPAC2 GEF exchange of Rap1B-BODIPY-GDP, fluorescence; Potency, µM (series often up to 114 µM), inactives show at the highest dose activity, negative = inhibition, usual class: inhibitors; hit rate 0.18% among 360,000; further: potency means the concentration at half of the fitted maximal effect; on the % scale 0 is the no-effect control and ±100 the full control effect; nearly all actives have a fitted effect of over 45% in size; many of its hits are not listed in these tables
Target sequence (Q8WZA2 whole entry, looked up): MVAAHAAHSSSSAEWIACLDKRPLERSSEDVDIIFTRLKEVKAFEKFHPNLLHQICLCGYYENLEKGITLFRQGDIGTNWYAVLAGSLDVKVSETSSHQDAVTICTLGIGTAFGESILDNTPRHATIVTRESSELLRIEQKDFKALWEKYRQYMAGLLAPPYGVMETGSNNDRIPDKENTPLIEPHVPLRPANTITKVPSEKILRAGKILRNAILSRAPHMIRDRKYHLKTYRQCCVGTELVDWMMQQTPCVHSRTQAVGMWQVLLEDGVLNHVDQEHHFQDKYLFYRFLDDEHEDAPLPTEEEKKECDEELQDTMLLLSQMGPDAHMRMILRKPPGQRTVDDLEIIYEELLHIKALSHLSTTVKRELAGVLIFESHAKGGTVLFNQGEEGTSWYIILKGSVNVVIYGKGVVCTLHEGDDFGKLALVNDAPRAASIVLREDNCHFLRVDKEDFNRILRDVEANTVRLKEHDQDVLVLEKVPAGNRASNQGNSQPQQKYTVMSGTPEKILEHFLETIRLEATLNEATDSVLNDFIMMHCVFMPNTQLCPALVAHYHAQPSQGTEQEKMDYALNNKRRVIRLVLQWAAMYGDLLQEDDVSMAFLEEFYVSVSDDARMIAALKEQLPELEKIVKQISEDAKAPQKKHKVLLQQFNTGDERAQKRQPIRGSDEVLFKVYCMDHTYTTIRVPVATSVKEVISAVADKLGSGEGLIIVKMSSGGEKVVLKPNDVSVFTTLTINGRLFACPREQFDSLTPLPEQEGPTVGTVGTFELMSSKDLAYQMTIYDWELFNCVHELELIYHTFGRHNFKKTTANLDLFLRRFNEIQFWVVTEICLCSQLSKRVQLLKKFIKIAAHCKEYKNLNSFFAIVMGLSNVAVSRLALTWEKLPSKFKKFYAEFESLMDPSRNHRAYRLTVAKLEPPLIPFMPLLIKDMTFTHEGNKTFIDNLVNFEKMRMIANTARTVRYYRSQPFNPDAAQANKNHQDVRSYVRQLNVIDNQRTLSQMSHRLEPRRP
MmCpn inh – Inhibitors of TCP-1 ring complex (TRiC) of Methanococcus maripaludis (MmCpn): qHTS | hit rate 0.031% among 330,000 | Potency, µM (series often up to 76.9 µM), for the others: top-dose activity, negative = inhibition, usual class: inhibitors | purified Mm-Cpn ATPase, ADP Transcreener TR-FRET | Chaperonin Mm-Cpn (Methanococcus maripaludis); further: potency means the concentration at half of the fitted maximal effect; on the % scale 0 is the no-effect control and ±100 the full control effect; nearly all actives have a fitted effect of over 80% in size
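Measured: ADP formation by purified Mm-CPN. Conditions: 25 nM protein, 10 uM ATP, Tris pH 7.4 with Mg2+, K+ and DTT, 37°C for 30 min. Detection: Transcreener HTRF after 30 min at room temperature.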
EPAC2 ag – qHTS for Agonist of cAMP-regulated guanine nucleotide exchange factor 4 (EPAC2): primary screen | Rap guanine nucleotide exchange factor 4 (Homo sapiens), Q8WZA2 | Potency, µM (highest dose often 154 µM), inactives show top-dose activation, most hits filed as activators | hit rate 0.079% among 360,000 | EPAC2 activation, biochemical qHTS; response scale: 100% = 6.5 mM cAMP response; further: potency means the concentration at half of the fitted maximal effect; nearly all actives have a fitted effect of over 50% in size
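In this primary screen, activation is scored as increased exchange of BODIPY-GDP from Rap1B by 100 nM EPAC2, with 50 uM GDP as competitor. Signal is normalized to the 6.5 mM cAMP agonist control.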
The depositor's hits bear a star; & = joins results of further samples; [ ] = dose if it differs, or a comment. Unless noted, the call rests on the fitted dose curve; in most records, active means well fitted curve in the direction sought with a large enough effect; inconclusive means small, poorly fitted or top-dose-only effect, or another doubt; inactive means no such curve, though single readings can be large; an effect the other way counts as inactive or inconclusive.

Results for COC(=O)[C@@]12C[C@@H](CC(=O)NCC3CCCCC3)C(=O)N(Cc3ccccc3)C1=CCC(C)(C)C2 ?
PTHR1 ag: -28%; D3 ag: -2; Akt phos inh: inactive; D3 antag: 4; EPAC2 antag: -18%; EPAC2 ag: 13%

Results for O=C(Nc1cccc([N+](=O)[O-])c1)ONC1=NCCCCC1 ?
CCT modulator: -1.7; PTHR1 ag: inactive; D3 ag: 4; Akt phos inh: inactive; D3 antag: 10; EPAC2 antag: -5%; MmCpn inh: 3%; EPAC2 ag: 3%

How did CCN(CC)C(=O)c1cccc(C)c1 do in these assays?
CCT modulator: 2.9; PTHR1 ag: -19%; D3 ag: 22&5; D3 antag: -22; EPAC2 antag: 5%; MmCpn inh: 1%; EPAC2 ag: 5%

Results for Cc1cccc(NC(=S)NNC(=O)c2csc(C(C)C)c2)c1 ?
CCT modulator: -3.3; PTHR1 ag: -2%[57.5 µM]; D3 ag: -3; Akt phos inh: inactive; D3 antag: 15; EPAC2 antag: inconclusive; MmCpn inh: 2%; EPAC2 ag: -4%

What do the screens show for `Cc1c(/C=N/NC(N)=O)c2ccccn2c1C(=O)c1ccncc1`?
CCT modulator: 0.0; PTHR1 ag: -21%; D3 ag: 8; Akt phos inh: inactive; D3 antag: 5; EPAC2 antag: -6%; MmCpn inh: 0%; EPAC2 ag: 0%

What do the screens show for `Cc1ccc(OC(=O)c2ccc3snnc3c2)cc1`?
CCT modulator: -1.8; PTHR1 ag: inactive; D3 ag: -12; Akt phos inh: inactive; D3 antag: -22; EPAC2 antag: -5%; MmCpn inh: -1%; EPAC2 ag: 11%

How did Cc1cccc(-c2cc(C(=O)Nc3sc(C)c(C)c3C(N)=O)c3ccccc3n2)c1 do in these assays?
CCT modulator: 0.1; PTHR1 ag: -22%; D3 ag: 10; Akt phos inh: inactive; D3 antag: 2; EPAC2 antag: -5%; MmCpn inh: -3%; EPAC2 ag: 11%

What do the screens show for `CC(C)CC(NC(=O)c1ccc(Cl)cc1)C(=O)OCc1cc([N+](=O)[O-])cc2c1OCOC2` (centres undefined)?
CCT modulator: -6.4; PTHR1 ag: inactive; D3 ag: -8; Akt phos inh: inactive; D3 antag: -16; EPAC2 antag: -8%; MmCpn inh: 2%; EPAC2 ag: 3%

Results for COc1ccc(N(C)C(=O)c2oc(=O)c3ccccc3c2-c2ccc(C)cc2)c(OC)c1 ?
CCT modulator: -0.9; PTHR1 ag: -38%&-17%[inhibitor]; D3 ag: 5&3; Akt phos inh: inactive; D3 antag: -2; EPAC2 antag: inconclusive; MmCpn inh: -3%; EPAC2 ag: 9%

Results for O=C(O)C(c1ccccc1)C1(O)CCC1 (centres undefined) ?
CCT modulator: -0.2; PTHR1 ag: 5%; D3 ag: -8; Akt phos inh: inactive; D3 antag: -13; EPAC2 antag: -2%; EPAC2 ag: 24%

What do the screens show for `O=[N+]([O-])c1cccnc1Sc1ccc(Br)cc1`?
CCT modulator: -1.9; PTHR1 ag: inactive; D3 ag: 3; Akt phos inh: inactive; D3 antag: -11; EPAC2 antag: -25%; EPAC2 ag: 12%

How did Cc1cc(C)cc(N(CCC#N)C(=O)CSC2=Nc3ccccc3C3CC=NN23)c1 (centres undefined) do in these assays?
CCT modulator: -1.1; PTHR1 ag: -83%[inhibitor]; D3 ag: -4; Akt phos inh: inactive; D3 antag: 19; EPAC2 antag: inconclusive; MmCpn inh: -5%; EPAC2 ag: 1%

How did CCNCc1ccccc1OCc1ccccc1 do in these assays?
CCT modulator: 1.4; PTHR1 ag: inactive; D3 ag: -10; Akt phos inh: inactive; D3 antag: -1; EPAC2 antag: -28%; MmCpn inh: -1%; EPAC2 ag: 4%

Results for CCOC(=O)C(C(=O)OCC)N(C#N)c1nc(N(C)C)nc(N(C)C)n1 ?
CCT modulator: -1.9; PTHR1 ag: -24%; D3 ag: -12; Akt phos inh: inactive; D3 antag: -25; EPAC2 antag: -1%; MmCpn inh: inconclusive; EPAC2 ag: -13%

How did Cc1ccc(C(c2c(C)n(C)n(-c3ccccc3)c2=O)c2c(C)n(C)n(-c3ccccc3)c2=O)s1 do in these assays?
CCT modulator: 1.6; PTHR1 ag: -10%; D3 ag: 4; Akt phos inh: inactive; D3 antag: -8; EPAC2 antag: 8%; MmCpn inh: 2%; EPAC2 ag: 8%

How did Cc1c(C(=O)OCC(=O)Nc2c(C)n(C)n(-c3ccccc3)c2=O)cccc1[N+](=O)[O-] do in these assays?
CCT modulator: 1.3; PTHR1 ag: -16%; D3 ag: -4; Akt phos inh: inactive; D3 antag: 1; EPAC2 antag: 7%; MmCpn inh: -2%; EPAC2 ag: -5%

Results for O=S(=O)(c1ccc(N2CCN(Cc3ccccc3)CC2)nc1)N1CCCC1 ?
CCT modulator: 2.2; PTHR1 ag: -18%; D3 ag: -21; Akt phos inh: inactive; D3 antag: 4; EPAC2 antag: 4%; MmCpn inh: 1%; EPAC2 ag: 5%

What do the screens show for `Cc1ccc(-c2nc3ccc(Cl)cn3c2Cc2ccsc2)cc1`?
CCT modulator: -6.1; PTHR1 ag: -7%; D3 ag: -1; Akt phos inh: inactive; D3 antag: 11; EPAC2 antag: -21%; EPAC2 ag: 4%

Results for O=C(NNC1=NS(=O)(=O)c2ccccc21)c1cccc([N+](=O)[O-])c1 ?
CCT modulator: 0.4; PTHR1 ag: inactive; D3 ag: 2; Akt phos inh: inactive; D3 antag: 13; EPAC2 antag: 9%; MmCpn inh: -1%; EPAC2 ag: 6%

Results for CC(C)NCC(O)COCc1ccc(Cl)cc1 (centres undefined) ?
CCT modulator: -1.5; PTHR1 ag: -8%[57.5 µM]; D3 ag: -10; D3 antag: -4; EPAC2 antag: 6%; MmCpn inh: -1%; EPAC2 ag: 4%

Results for Cc1nn(C)c(Cl)c1CN1CCCC(CO)(Cc2cccc(Cl)c2)C1 (centres undefined) ?
CCT modulator: -1.1; PTHR1 ag: -15%; D3 ag: 4; Akt phos inh: inactive; D3 antag: 11; EPAC2 antag: -10%; MmCpn inh: 2%; EPAC2 ag: -6%

How did CCOC(=O)[C@H]1[C@H]2COc3ccc(Cl)cc3[C@@H]2N2C(=O)c3ccc(Cl)cc3NC(=O)[C@@]12C do in these assays?
CCT modulator: -0.4; PTHR1 ag: -36%[inhibitor]; D3 ag: 7; Akt phos inh: inactive; D3 antag: -8; EPAC2 antag: 4%; MmCpn inh: 0%; EPAC2 ag: 7%

Results for Cc1cc(=O)nc2c3ccccc3n(C(C)C(=O)Nc3cc(F)ccc3F)n12 (centres undefined) ?
CCT modulator: -0.4; PTHR1 ag: -23%; D3 ag: 5; Akt phos inh: inactive; D3 antag: 0; EPAC2 antag: 0%; MmCpn inh: 0%; EPAC2 ag: 10%

How did COc1ccc(OC)c(S(=O)(=O)N2CCN(CC(O)COc3ccc(C#N)cc3)CC2)c1 (centres undefined) do in these assays?
CCT modulator: 1.5; PTHR1 ag: -61%[inhibitor]; D3 ag: -3; Akt phos inh: inactive; D3 antag: 0; EPAC2 antag: 0%; MmCpn inh: -2%; EPAC2 ag: 13%

What do the screens show for `Cc1c(CC(=O)N2CCN(C(=O)C3COc4ccccc4O3)CC2)c(=O)oc2cc(O)c(Cl)cc12` (centres undefined)?
CCT modulator: -1.8; PTHR1 ag: -20%; D3 ag: 0; Akt phos inh: inactive; D3 antag: 13; EPAC2 antag: 3%; MmCpn inh: -11%; EPAC2 ag: 8%

How did CCOc1ccc(NC(=O)c2ccc(NC(=S)NC3CC3)cc2)cc1 do in these assays?
CCT modulator: -1.3; PTHR1 ag: -3%; D3 ag: 2; Akt phos inh: inactive; D3 antag: 11; EPAC2 antag: 1%; MmCpn inh: -3%; EPAC2 ag: -1%

Results for Cc1ccc(CN2CCNC(=O)C2CC(=O)N(Cc2c(C)nn(C)c2C)C2CC2)o1 (centres undefined) ?
CCT modulator: -0.8; PTHR1 ag: -9%; D3 ag: 17; Akt phos inh: inactive; D3 antag: 3; EPAC2 antag: 12%; MmCpn inh: -1%; EPAC2 ag: 9%

Compounds shown so far that contain a nitro group on carbon, in the order listed:
Results for O=C(Nc1cccc([N+](=O)[O-])c1)ONC1=NCCCCC1 ?
CCT modulator: -1.7; PTHR1 ag: inactive; D3 ag: 4; Akt phos inh: inactive; D3 antag: 10; EPAC2 antag: -5%; MmCpn inh: 3%; EPAC2 ag: 3%

What do the screens show for `CC(C)CC(NC(=O)c1ccc(Cl)cc1)C(=O)OCc1cc([N+](=O)[O-])cc2c1OCOC2` (centres undefined)?
CCT modulator: -6.4; PTHR1 ag: inactive; D3 ag: -8; Akt phos inh: inactive; D3 antag: -16; EPAC2 antag: -8%; MmCpn inh: 2%; EPAC2 ag: 3%

What do the screens show for `O=[N+]([O-])c1cccnc1Sc1ccc(Br)cc1`?
CCT modulator: -1.9; PTHR1 ag: inactive; D3 ag: 3; Akt phos inh: inactive; D3 antag: -11; EPAC2 antag: -25%; EPAC2 ag: 12%

How did Cc1c(C(=O)OCC(=O)Nc2c(C)n(C)n(-c3ccccc3)c2=O)cccc1[N+](=O)[O-] do in these assays?
CCT modulator: 1.3; PTHR1 ag: -16%; D3 ag: -4; Akt phos inh: inactive; D3 antag: 1; EPAC2 antag: 7%; MmCpn inh: -2%; EPAC2 ag: -5%

Results for O=C(NNC1=NS(=O)(=O)c2ccccc21)c1cccc([N+](=O)[O-])c1 ?
CCT modulator: 0.4; PTHR1 ag: inactive; D3 ag: 2; Akt phos inh: inactive; D3 antag: 13; EPAC2 antag: 9%; MmCpn inh: -1%; EPAC2 ag: 6%

This is a subset (hit frequency here may not be typical).
